Screening results deposited in PubChem BioAssay by Broad Institute.
KDM4C inh: KDM4C (human) demethylase inhibition | GST-KDM4C 2-372, H3K9me3 peptide, LANCE TR-FRET | inhibition, % at 12.5 µM | 0.15% of 96,000 active | AID 720574;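 active = mean replicate inhibition above about 25%, with at least 55% of replicates also reaching it, limit read from the data, passing the limit was not always enough; inconclusive = only one of those two conditions met; inactive = neither condition met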
Target sequence (Q9H3R0 2-372 limits assumed): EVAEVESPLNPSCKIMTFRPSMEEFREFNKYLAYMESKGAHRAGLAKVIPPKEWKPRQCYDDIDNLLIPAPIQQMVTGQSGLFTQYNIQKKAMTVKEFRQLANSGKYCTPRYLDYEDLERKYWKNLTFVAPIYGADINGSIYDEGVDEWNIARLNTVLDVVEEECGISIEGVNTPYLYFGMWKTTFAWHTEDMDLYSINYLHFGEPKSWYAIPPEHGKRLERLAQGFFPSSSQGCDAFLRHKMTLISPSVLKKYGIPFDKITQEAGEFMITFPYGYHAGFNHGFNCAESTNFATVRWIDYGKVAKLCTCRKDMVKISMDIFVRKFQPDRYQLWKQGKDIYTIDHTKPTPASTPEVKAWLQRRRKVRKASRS
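System: N-terminal GST-fused human GASC-1 (KDM4C) fragment, residues 2-372; amount: enzyme final amount 10 nM; incubation: reaction 30 min RT, detection step 1 h RT; medium: HEPES buffer, pH 7.5, plus ascorbate; technique: LANCE TR-FRET, Eu antibody, ULight-streptavidin, EDTA, ex 340 nm, em 618/671 nm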
Tcruzi prolif: inhibitors of T. cruzi proliferation. T. cruzi beta-gal in NIH3T3, GalScreen luminescence, 90 h. inhibition, % at 8.34 µM. 5.9% of 77,000 active. AID 624255;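 active = mean inhibition above about 93%, with at least 55% of replicates each passing it, limit read from the data, passing the limit was not always enough; inconclusive = only one of those two conditions holds; inactive = neither condition holds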
Pf Dd2 inh: inhibitors of Plasmodium falciparum Dd2 growth; P. falciparum Dd2 growth, SYBR Green, 72 h; active compounds read low; activity change, % at 10 µM; 2.3% of 94,000 active; AID 1159554; in the data active = activity change below about -80%; inconclusive = no clear call, values can overlap the other calls
C diff growth: inhibitors of Clostridium difficile growth. Clostridium difficile clinical isolate growth, OD600, 24 h; active compounds read low. growth activity, negative = inhibition, % at 16 µg/mL (by protocol). 0.25% of 86,000 active. AID 1259249;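 active = mean growth activity at or below -80% and every replicate also at or below -80%; inconclusive = mean at or below -80% but some replicate above -80%; inactive = mean growth activity above -80%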;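 also: 0% = DMSO wells and -100% = levofloxacin 16 µg/mL wells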
* = called active by the depositor; ? = inconclusive; nt = no result given; & = joins results of further samples.

[1] C[C@@H]1CN([C@H](C)CO)C(=O)c2cc(NS(=O)(=O)c3ccc(Cl)cc3)ccc2O[C@@H]1CN(C)Cc1ccc2c(c1)OCO2
[2] C[C@@H]1CN([C@H](C)CO)C(=O)Cc2cc(NC(=O)Nc3ccc4c(c3)OCO4)ccc2O[C@@H]1CN(C)C(=O)Nc1ccc(F)cc1
[3] CC(C)NC(=O)N[C@H]1C=C[C@H](CC(=O)NCCCN(C)C)O[C@H]1CO
[4] CCCNC(=O)C[C@@H]1C[C@H]2c3cc(NC(=O)Cc4ccncc4)ccc3O[C@H]2[C@@H](CO)O1
[5] C/C=C/c1ccc([C@@H]2[C@@H](CO)N3CCCCN(C(=O)Nc4cc(F)ccc4F)C[C@@H]23)cc1
[6] COc1ccc(S(=O)(=O)N(C)C[C@H]2Oc3ccc(NS(=O)(=O)c4ccc(C)cc4)cc3CC(=O)N([C@@H](C)CO)C[C@@H]2C)cc1

Compound,1,2,3,4,5,6
KDM4C inh,-1.0,0.2,1.7,4.6,-2.1,7.1
Tcruzi prolif,83.2,-1.2,29.5,1.1,78.7,-3.2
Pf Dd2 inh,-1.7,1.6,18.7,7.5,-43.2,-25.3
C diff growth,-1.6,-12.7,nt,-3.2,7.9,-0.8

[7] C[C@@H]1CN([C@@H](C)CO)C(=O)c2cc(C#CC3(O)CCCC3)cnc2O[C@@H]1CN(C)S(C)(=O)=O
[8] CCCNC(=O)N1C[C@@H](O)COC[C@H]2O[C@@H](CC(=O)N3CCN(C)CC3)CC[C@@H]21
[9] Cc1noc(C)c1S(=O)(=O)Nc1ccc2c(c1)C(=O)N([C@@H](C)CO)C[C@H](C)[C@@H](CN(C)C(=O)NC1CCCCC1)OCCCC[C@H](C)O2
[10] CCC(=O)N1CC(=O)N2[C@H](CO)[C@@H](c3ccc(C#CCC(C)C)cc3)[C@@H]2C1
[11] CC(=O)N[C@@H]1CC[C@@H](CCNC(=O)C2CCC2)O[C@@H]1CO
[12] C[C@H]1CN([C@@H](C)CO)S(=O)(=O)c2ccc(C#CC3CCCC3)cc2O[C@H]1CN(C)CC1CC1

Compound,7,8,9,10,11,12
KDM4C inh,-0.9,0.2,-0.4,0.1,0.2,-0.3
Tcruzi prolif,-6.1,-27.2,-6.4,nt,nt,?
Pf Dd2 inh,22.9,27.5,-46.5,10.0,-3.8,-64.0
C diff growth,0.5,4.8&2.2,-5.8,-17.8,0.3,21.9

[13] COc1ccc2c3c([nH]c2c1)[C@H](CO)N(C(=O)Nc1ccc(F)cc1)CC31CCN(C(=O)Nc2ccc3c(c2)OCO3)CC1
[14] CCCC#Cc1ccc2c(c1)O[C@H](CN(C)C(=O)C1CC1)[C@H](C)CN([C@@H](C)CO)S2(=O)=O
[15] O=C(C[C@H]1C=C[C@H](NS(=O)(=O)c2ccccc2)[C@@H](CO)O1)N1CCN(c2ccccc2)CC1
[16] C[C@H]1CN([C@@H](C)CO)C(=O)c2cc(NC(=O)Nc3ccc4c(c3)OCO4)ccc2O[C@@H]1CN(C)Cc1ccc(Oc2ccccc2)cc1
[17] CO[C@@H]1CC[C@H]2CCOc3ccc(C#N)cc3C(=O)N(C)C[C@@H](OC)[C@@H](C)C(=O)N(C)C[C@@H]1O2
[18] O=C(C[C@@H]1CC[C@H]2[C@@H](COC[C@@H](O)CN2Cc2ccccc2)O1)N1CCOCC1

Compound,13,14,15,16,17,18
KDM4C inh,-0.1,4.0,0.5,-0.4,nt,-0.5
Tcruzi prolif,nt,44.3,nt,119.3*,-8.6,43.0
Pf Dd2 inh,-85.6*,-26.0,24.3,-34.7,nt,10.7
C diff growth,-15.7,2.9,0.1,0.4,-3.4,1.5&-3.2

[19] O=C(NCC[C@H]1CC[C@H](NC(=O)c2cnccn2)[C@@H](CO)O1)c1ccc2c(c1)OCO2
[20] COc1ccc(CNC(=O)C[C@H]2C=C[C@@H](NS(=O)(=O)c3cccc(OC)c3)[C@@H](CO)O2)cc1
[21] C[C@@H]1CN([C@H](C)CO)C(=O)Cc2cc(NS(=O)(=O)c3cccs3)ccc2O[C@@H]1CN(C)C(=O)Nc1cccc2ccccc12
[22] CN(C)CC(=O)N[C@H]1CC[C@@H](CCn2cc(CN(C)C)nn2)O[C@@H]1CO
[23] CCCNC(=O)N1CC2(C1)[C@H](c1ccccc1)[C@@H](CO)N2C(=O)c1cccnc1
[24] CN(C)CC(=O)N1[C@@H]2c3ccc(C4=CCCC4)c(=O)n3C[C@H]1[C@H](CO)[C@H]2C(=O)NCC1CC1

Compound,19,20,21,22,23,24
KDM4C inh,-0.4,0.7,-0.4,1.5,-0.1,4.0
Tcruzi prolif,nt,nt,-5.9,17.0,nt,10.9
Pf Dd2 inh,-4.7,-91.5*,-7.6,2.6,-56.1,2.3
C diff growth,-1.0,-9.1,9.3,-4.3,12.5,-1.3

Reformatted field by field: entries from further up.
21: C[C@@H]1CN([C@H](C)CO)C(=O)Cc2cc(NS(=O)(=O)c3cccs3)ccc2O[C@@H]1CN(C)C(=O)Nc1cccc2ccccc12
  KDM4C inh: -0.4 | Tcruzi prolif: -5.9 | Pf Dd2 inh: -7.6 | C diff growth: 9.3
22: CN(C)CC(=O)N[C@H]1CC[C@@H](CCn2cc(CN(C)C)nn2)O[C@@H]1CO
  KDM4C inh: 1.5 | Tcruzi prolif: 17.0 | Pf Dd2 inh: 2.6 | C diff growth: -4.3
23: CCCNC(=O)N1CC2(C1)[C@H](c1ccccc1)[C@@H](CO)N2C(=O)c1cccnc1
  KDM4C inh: -0.1 | Tcruzi prolif: nt | Pf Dd2 inh: -56.1 | C diff growth: 12.5
24: CN(C)CC(=O)N1[C@@H]2c3ccc(C4=CCCC4)c(=O)n3C[C@H]1[C@H](CO)[C@H]2C(=O)NCC1CC1
  KDM4C inh: 4.0 | Tcruzi prolif: 10.9 | Pf Dd2 inh: 2.3 | C diff growth: -1.3

(next part)
[25] CCCC#Cc1ccc([C@H]2[C@@H](CO)N3C(=O)CN(C(=O)c4ccccc4)C[C@H]23)cc1
[26] C[C@@H]1CCCCO[C@H](CN(C)Cc2ccc(Cl)c(Cl)c2)[C@@H](C)CN([C@H](C)CO)C(=O)c2cc(NC(=O)Nc3ccccc3)ccc2O1
[27] O=C(C[C@H]1CC[C@@H]2[C@H](COC[C@@H](O)CN2S(=O)(=O)c2cccc(F)c2)O1)Nc1ccccc1
[28] COc1ccc2c3c(n(C)c2c1)[C@H](CO)N(Cc1ccc2c(c1)OCO2)CC31CN(C(=O)c2ccc3c(c2)OCO3)C1
[29] COc1ccc(C#Cc2ccc3c(c2)O[C@@H](CN(C)S(=O)(=O)c2ccccc2F)[C@H](C)CN([C@@H](C)CO)S3(=O)=O)cc1
[30] C[C@@H]1CN([C@@H](C)CO)C(=O)CCCn2cc(nn2)CO[C@H]1CN(C)C(=O)CCCN(C)C

Compound,25,26,27,28,29,30
KDM4C inh,0.2,0.3,-1.2,-0.7,-6.0,0.4
Tcruzi prolif,nt,90.1,nt,nt,nt,-16.5
Pf Dd2 inh,-29.0,1.9,12.2,-88.4*,-82.0*,5.8
C diff growth,0.7,9.0,-2.4&-2.5,4.0,-0.4,-1.2

[31] Cc1ccc(S(=O)(=O)Nc2ccc3c(c2)C(=O)N([C@@H](C)CO)C[C@H](C)[C@H](CN(C)C(=O)Nc2ccc(C(F)(F)F)cc2)OCCCC[C@H](C)O3)cc1
[32] COc1ccc2c3c([nH]c2c1)[C@H](CO)N(C(=O)c1ccncc1)CC31CCN(C(=O)c2ccncc2)CC1
[33] COc1ccc(S(=O)(=O)Nc2ccc3c(c2)CC(=O)N([C@@H](C)CO)C[C@H](C)[C@H](CN(C)Cc2ccc(Cl)c(Cl)c2)O3)cc1
[34] COc1ccc(NC(=O)N(C)C[C@H]2Oc3ccc(NC(=O)NC4CCCCC4)cc3CC(=O)N([C@@H](C)CO)C[C@H]2C)cc1
[35] CCNC(=O)Nc1ccc2c(c1)C(=O)N(C)[C@H]1CC[C@H](CC(=O)Nc3ccccc3F)O[C@@H]1CO2
[36] C[C@@H]1CN([C@@H](C)CO)C(=O)Cc2cc(NC(=O)NC3CCCCC3)ccc2O[C@H]1CN(C)C(=O)Nc1ccc(C(F)(F)F)cc1

Compound,31,32,33,34,35,36
KDM4C inh,-1.0,2.7,-2.3,0.7,0.2,-3.0
Tcruzi prolif,nt,nt,84.1,13.1,2.2,26.6
Pf Dd2 inh,-27.6,35.8,-5.9,-8.1,-10.5,-34.2
C diff growth,-2.6,51.6,4.0,-1.3,2.3,0.5

[37] CCNC(=O)C[C@H]1CC[C@H]2[C@H](COc3ccc(NC(=O)Nc4ccccc4OC)cc3C(=O)N2C)O1
[38] C[C@H]1CN([C@@H](C)CO)C(=O)c2cc(NC(=O)Nc3ccc4c(c3)OCO4)ccc2O[C@H]1CN(C)Cc1ccncc1
[39] N#C[C@@H]1[C@H](c2ccc(C#Cc3cccc(F)c3)cc2)[C@@H](CO)N1C(=O)C1CC1
[40] O=C(C[C@H]1CC[C@@H]2[C@H](COC[C@H](O)CN2Cc2ccccc2)O1)N[C@@H]1CCN(Cc2ccccc2)C1

Compound,37,38,39,40
KDM4C inh,0.6,0.3,0.2,3.9
Tcruzi prolif,23.7,79.6,?,78.2
Pf Dd2 inh,-16.9,-1.0,-44.7,-36.5
C diff growth,1.7,-0.8,-5.2,0.2

Not a hit list; overall some 7% were active at least once.
